Fam108B inh – mouse Fam108B serine hydrolase inhibitors, primary screen, counter-screen for RBBP9 inhibitor project, biochemical, fluorescence polarization; recombinant Fam108B, FP-Rh probe fluorescence polarization; inhibition, % at 9.51 µM; 0.33% of 300,000 active;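 active = inhibition above the screen mean inhibition plus 3 SD, computed separately per campaign, cut at about 18% in these data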;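 also: inhibitors lower polarization as less probe binds the enzyme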
EBNA-1 inh – EBNA-1 DNA-binding inhibitors, primary screen, biochemical, fluorescence polarization; 0.34% of 300,000 active; AID 1950, 2009; inhibition, % at 14.8 µM; in the data active = inhibition above about 28%
MEX-5 binding – MEX-5 zinc finger RNA-binding disruptors – biochemical, C. elegans, fluorescence polarization, MLPCN library, primary screen; MEX-5/FITC-TCR2 RNA binding; active compounds read low; 0.38% of 300,000 active; Zinc finger protein mex-5 (Caenorhabditis elegans), Q9XUB2; AID 1832, 2009; activity score (negative = inhibition of binding), % at 10 µM;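 active = inhibition past about -25% in most replicates, and total fluorescence under double the plate's negative control median, limit read from the data; inconclusive = replicates evenly split on the limit, or fluorescence at least double controls; inactive = too little inhibition in most replicates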;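 also: 0% = DMSO and -100% = 5 µM competing unlabeled TCR2 RNA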
Yeast superoxide – reduction of superoxide in aged yeast, primary screen, HTS; S. cerevisiae aged cells, superoxide DHE fluorescence; active compounds read low; superoxide response (% of plate mean), % at 10 µM; 0.18% of 330,000 active; AID 2690, 2010;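 active = superoxide response under a set limit, about three screen SD below normal, cut at about 65% in these data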;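 also: yeast aged for seven days with compound at 30 °C before DHE staining; 100% = average MFI of all compound-treated wells on the plate with controls excluded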
Efflux pump mplx – inhibitors of Candida efflux pumps in yeast, primary screen, S. cerevisiae, Nile Red, multiplex; S. cerevisiae Candida pump triplex; inhibition, % at 10 µM; 0.44% of 330,000 active;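 active = plate passing quality check with inhibition over a set limit, or well fluorescence over plate mean plus 4 SD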;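 also: Nile Red retained in pooled yeast measured as flow cytometry median fluorescence; 0% = buffer negative control and 100% = Enniatin B positive control; higher means more Nile Red kept so more efflux inhibition; some compounds called inactive have numbers as strong as hits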
GLD-1 RNA inh – GLD-1/TGE RNA complex disruptors, primary screen, biochemical, fluorescence polarization | Female germline-specific tumor suppressor gld-1 (Caenorhabditis elegans), Q17339 | purified GLD-1 + fluorescein TGE RNA | inhibition, % at 5.96 µM | 0.44% of 320,000 active;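 active = percent inhibition above a per-plate cutoff, the plate mean of test compounds plus 3 SD, cut at about 30% in these data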;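 also: 0% = DMSO wells with GLD-1 and probe and 100% = wells lacking GLD-1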
Target sequence (Q17339 whole entry, looked up): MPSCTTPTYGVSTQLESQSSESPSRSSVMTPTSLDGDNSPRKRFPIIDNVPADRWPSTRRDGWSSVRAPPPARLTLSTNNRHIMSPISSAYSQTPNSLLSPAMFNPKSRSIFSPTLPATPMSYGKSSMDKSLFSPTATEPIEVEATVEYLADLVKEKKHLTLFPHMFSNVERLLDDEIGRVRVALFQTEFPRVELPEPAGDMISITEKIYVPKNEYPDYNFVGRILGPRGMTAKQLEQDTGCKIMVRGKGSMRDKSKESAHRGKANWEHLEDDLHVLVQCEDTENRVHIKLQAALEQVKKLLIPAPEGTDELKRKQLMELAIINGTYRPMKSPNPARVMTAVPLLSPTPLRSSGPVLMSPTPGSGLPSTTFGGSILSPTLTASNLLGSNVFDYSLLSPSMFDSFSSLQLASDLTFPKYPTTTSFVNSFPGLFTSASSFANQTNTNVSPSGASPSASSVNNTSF
MCL1 BIM primary – inhibitors of MCL1 binding to BIM-BH3, primary screen, biochemical, fluorescence polarization. Induced myeloid leukemia cell differentiation protein Mcl-1 (Homo sapiens), Q07820. GST-MCL1 / FITC-Bim-BH3 fluorescence polarization. inhibition, % at 10.9 µM. 0.68% of 320,000 active. AID 2057, 2009;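 active = inhibition above the mean inhibition of all tested compounds plus 3 SD, set per campaign, cut at about 40% in these data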;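 also: 0% = DMSO wells and 100% = unlabeled Bim-BH3 peptide control; higher means more loss of mP so more displacement of Bim peptide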
Target sequence (Q07820 whole entry, looked up): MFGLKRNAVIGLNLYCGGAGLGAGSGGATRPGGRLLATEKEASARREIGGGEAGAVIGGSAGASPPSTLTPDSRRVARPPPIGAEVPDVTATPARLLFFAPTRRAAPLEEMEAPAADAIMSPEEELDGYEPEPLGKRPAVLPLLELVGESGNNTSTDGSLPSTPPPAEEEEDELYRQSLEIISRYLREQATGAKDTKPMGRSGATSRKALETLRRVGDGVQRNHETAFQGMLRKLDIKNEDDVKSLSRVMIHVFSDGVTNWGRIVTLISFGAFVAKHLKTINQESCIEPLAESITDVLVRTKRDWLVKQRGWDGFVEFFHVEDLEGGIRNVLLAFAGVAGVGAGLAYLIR
Bcl-xL primary – inhibitors of human Bcl-xL, primary screen, biochemical, fluorescence polarization, HTS. Bcl-2-like protein 1 (Homo sapiens), Q07817. GST-Bcl-xL / FITC-Bim BH3 peptide fluorescence polarization. inhibition, % at 10.9 µM. 0.7% of 320,000 active. AID 2129, 2009;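 active = inhibition above the mean of all tested compounds plus 3 SD, cutoff set per campaign, cut at about 30% in these data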;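 also: 0% = DMSO wells and 100% = unlabeled Bim-BH3 peptide competitor; inhibitors lower millipolarization by displacing the labeled peptide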
Target sequence (Q07817 whole entry, looked up): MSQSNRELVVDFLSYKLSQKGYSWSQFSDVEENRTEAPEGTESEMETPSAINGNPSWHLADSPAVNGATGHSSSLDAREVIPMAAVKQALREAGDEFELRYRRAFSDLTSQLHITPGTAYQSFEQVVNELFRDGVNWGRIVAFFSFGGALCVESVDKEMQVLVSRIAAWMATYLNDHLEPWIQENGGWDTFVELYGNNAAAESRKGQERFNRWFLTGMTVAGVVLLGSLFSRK
ZTA counter – counter-screen for EBNA-1 inhibitors: inhibitors of Epstein-Barr virus ZTA; ZTA-DNA binding, fluorescence polarization; inhibition, % at 11 µM; 0.15% of 320,000 active; in the data active = inhibition above about 33%
Active calls of the source: *; ? = inconclusive; . = no result given.

Molecule	Efflux pump mplx	Yeast superoxide	Fam108B inh	ZTA counter	Bcl-xL primary	MEX-5 binding	MCL1 BIM primary	GLD-1 RNA inh	EBNA-1 inh
CC(=NC1CC1)c1c(-c2ccccc2)[nH]n(-c2nc3ccccc3s2)c1=O	-0.1	107	-6	4	1	0.2	-4	0	-9
O=C(CSc1n[nH]c(=O)[nH]c1=O)N/N=C/c1ccccc1O	0.0	95	-2	13	3	-2.8	13	5	6
NS(=O)(=O)c1ccc(CCNCc2ccccc2OCc2ccc(F)cc2)cc1	0.0	104	6	-11	3	-1.6	3	-3	-3
Cc1cc(C2C(C#N)=C(N)OC3=C2C(=O)CCC3)c(C)s1 (stereo not drawn)	-0.2	92	6	-2	1	-3.5	5	-1	11
O=C(NCc1ccc(F)cc1)c1ccc(CS(=O)(=O)Cc2ccccc2F)o1	0.0	109	2	4	1	2.9	5	2	-10
O=C(NC(Cc1ccccc1)C(=O)OCC(=O)N1CCc2ccccc21)c1ccco1 (stereo not drawn)	-0.1	100	-5	0	-5	0.0	-14	-3	-13
Cc1ccc(-c2nnc(SCc3nc4ccccc4[nH]3)n2Cc2ccco2)cc1	-0.2	78	-4	-5	-4	-1.8	-2	0	6
COc1cc(S(=O)(=O)NCC(c2ccco2)N2CCCCC2)ccc1NC(C)=O (stereo not drawn)	0.0	107	.	11	3	.	0	-1	.
[O-][n+]1c2ccccc2[n+]([O-])c2cc(O)ccc21	0.0	51*	11	22	17	-5.9	46*	10	5
O=C(NCCSCc1ccco1)c1ccc(CN2CCOCC2)cc1	0.0	93	3	-11	4	1.5	6	3	-14
O=C(N/N=C/c1cn(-c2ccccc2)nc1-c1cc2ccccc2o1)c1ccccc1Br	-0.1	125	-38	15	0	2.5	-5	0	17
COc1ccc(-c2nnn(CC(=O)c3ccc4c(c3)OCCO4)n2)cc1OC	0.0	97	0	20	7	1.6	4	-1	-11
CCCC(C)NC(=O)C1c2ccccc2Oc2ccccc21 (stereo not drawn)	0.0	90	-3	-6	0	4.8	-2	2	-2
Cc1c(Cl)cccc1NC(=O)CSc1nnc(CCNC(=O)OC(C)(C)C)o1	-0.1	113	-5	-17	7	-2.2	4	0	-6
COc1ccc(-c2nnc(N(C)C(=O)C3CCOC3)s2)cc1 (stereo not drawn)	0.2	104	-1	-4	2	-1.2	1	-4	-16
Cc1ccc(-n2nc3c(N4CCC(C(=O)NCc5ccccc5C)CC4)nnc(C)c3c2C)cc1	0.1	97	0	-6	-15	4.1	-23	-19	-5
O=C(NNC(=S)Nc1ccccc1)c1cccnc1	-0.1	98	2	-15	3	-5.0	4	5	5
Cc1sc2nc(CSCC(=O)Nc3c(Cl)cccc3Cl)[nH]c(=O)c2c1C	0.0	107	-10	-22	-2	-12	-22	-8	2
O=C(O)c1ccc2c3c(cccc13)C(=O)N(OS(=O)(=O)c1ccccc1)C2=O	-0.1	109	3	-9	-6	-3.4	-8	14	-17
O=C(Nc1ccc(S(=O)(=O)NC2=NCCCCC2)cc1)c1ccc(C(F)(F)F)cc1	0.1	100	0	-8	-3	1.0	1	-2	3
COC(=O)c1sc(NC(=S)NNC(=O)c2c(Br)c(C)nn2C)c(C(=O)OC)c1C	0.3	109	26*	14	14	0.7	22	-1	8
COc1cccc(/C=N/n2c(-c3n[nH]c4c3CCC4)n[nH]c2=S)c1O	0.3	120	4	8	5	3.4	7	5	9
COc1ccc(CCNC(=O)CCCn2c(=O)c3cccn3c3cccnc32)c(OC)c1OC	-0.3	101	-3	2	3	-0.6	-7	1	8
COc1ccc(Cl)cc1C(=O)NNC1CC(=O)N(Cc2ccc(Cl)cc2)C1=O (stereo not drawn)	0.0	106	5	-8	7	-0.5	2	-5	-8
COc1cc(/C=N/O)ccc1OCc1ccc(Cl)cc1	-0.1	113	-2	-2	4	-1.6	11	-9	7
CCN1C(=O)[C@H]2[C@@H](c3ccc(-c4ccc(OC)cc4)cc3)N[C@@](C)(C(=O)OC)[C@H]2C1=O	-0.2	86	1	-9	7	-1.1	12	3	7
CCOc1ccc2ccccc2c1C1NC(=O)N(C)C(C)=C1C(=O)OCCOC (stereo not drawn)	-0.1	102	-2	4	1	?	1	3	6
C/C(=N/NC(=O)CNC(=O)c1cccnc1)c1cccc([N+](=O)[O-])c1	0.0	100	5	-3	4	0.0	0	2	-10
COc1ccc(C2CC(c3ccc(OC)cc3)n3nc(NS(C)(=O)=O)nc3N2)cc1 (stereo not drawn)	0.0	108	0	0	7	-4.6	20	4	5
CCN1CCN(C(=O)CN(c2cc(OC)ccc2OC)S(C)(=O)=O)CC1	0.2	104	7	-9	2	0.8	1	5	-12
CCC(=O)c1ccc(OCC(=O)N(C)CC(=O)Nc2cccc(F)c2)cc1	-0.1	90	-2	-11	0	1.5	-14	-1	-2
O=C(CN1C(=O)C2C3C=CC(C4CC34)C2C1=O)Nc1cccc2ncccc12 (stereo not drawn)	-0.3	99	6	-14	6	-0.1	9	0	-8
COc1ccc(/C=N/n2c(C)nnc2C)c(OC)c1OC	0.3	96	-2	4	6	-1.5	-3	0	-8
O=C(O)c1cccc(NC(=O)c2cn(-c3ccccc3)nc2-c2cc3ccccc3o2)c1	-1.5	89	-18	11	3	-2.3	-2	-1	8
CCc1ccc(OCC(=O)NNC(=O)Cc2cccs2)cc1	0.0	87	12	-9	3	-0.8	-2	-3	7
CCN(CC(=O)Nc1c(F)cccc1F)C(=O)c1ccc(COc2ccccc2)cc1	-0.1	97	0	5	5	0.6	6	5	3
OCC[C@@H]1C[C@H](O)[C@@H](O)[C@@]2(OCc3ccccc32)O1	0.0	108	0	0	2	-2.4	-2	2	-3
Cc1cccc(NC(=O)CCC2CCN(Cc3nccs3)CC2)c1	-0.1	88	-5	-5	2	.	0	8	-7
COC(=O)Cc1ccc(NC(=S)NCc2ccccc2Cl)cc1	-0.2	106	-2	-7	4	-1.0	2	4	-5
Cn1c(=O)c2c(ncn2Cc2ccc(Cl)c(Cl)c2)n(C)c1=O	0.3	113	5	-12	6	1.3	6	9	-4
Clc1ccc(CO/N=C/c2c(-c3ccccc3)nc3n2CCS3)c(Cl)c1	0.8	116	-3	2	1	-4.3	-2	8	-8
CCO/N=C(/c1nonc1N)N1CCN(c2ccc([N+](=O)[O-])cc2)CC1	0.0	117	-2	12	-2	-3.2	-1	1	12
Cc1cc(C)cc(-n2c(C)c3c(C)nnc(C)c3c2C)c1	0.1	100	-1	-2	-3	3.2	-8	-17	-2
C=C1c2cc(C)ccc2NC(=O)N1c1ccccc1	0.1	84	0	4	3	-0.5	-2	3	-5
COc1ccc(S(=O)(=O)Oc2cccc(/C=N/N=C3/NC(=O)C(CC(=O)O)S3)c2)cc1 (stereo not drawn)	-0.1	86	1	-2	3	-1.4	13	1	4
Cc1ccc(NC(=O)CCC(=O)NNC(=O)c2ccco2)cc1C	0.1	83	-2	9	2	-1.4	1	0	4
Cc1cccc(NCC(=O)N/N=C\c2c[nH]c3ccccc23)c1	-0.1	97	6	8	-1	-2.3	2	2	1
CCc1nc(Nc2ccc(F)cc2)c2oc3ccccc3c2n1	-0.1	103	-1	-12	4	-2.3	-4	-3	15
CCC(=O)OCC(=O)[C@@]1(OC(=O)CC)[C@@H](C)C[C@H]2[C@@H]3CCC4=CC(=O)C=C[C@]4(C)[C@@]3(Cl)[C@@H](O)C[C@@]21C	-0.1	88	-3	-7	1	.	7	-2	1
COCCN1Cc2cccc(C(=O)Nc3c(C)cccc3C)c2C1=O	0.1	91	0	0	4	-3.2	6	0	-10
Cc1ccc(S(=O)(=O)N2CCCOC2CNC(=O)C(=O)NC2CCCC2)cc1 (stereo not drawn)	0.3	94	1	3	2	-0.1	6	-5	-5
COc1ccccc1C(=O)NNC(=O)c1ccncc1	0.0	98	3	-5	2	1.9	0	-2	-14
Cc1ccccc1-c1nc(C#N)c(N2CCCCC2)o1	0.1	91	0	9	1	-1.9	-1	6	5
COc1ccc(/C=C/C(=O)NC(=S)NNC(=O)c2cccnc2)cc1	-0.1	99	5	1	5	32	8	-6	4
Cc1nc(NC(=O)C23CC4CC(CC(C4)C2)C3)sc1Cc1ccc2c(c1)OCO2	0.0	92	-9	8	2	0.9	-2	1	11
Oc1cccc(Oc2ncc(C(F)(F)F)cc2Cl)c1	0.1	84	-5	-12	5	-3.8	6	16	-1

Other results follow:
Molecule	Efflux pump mplx	Yeast superoxide	Fam108B inh	ZTA counter	Bcl-xL primary	MEX-5 binding	MCL1 BIM primary	GLD-1 RNA inh	EBNA-1 inh
S=c1nc(-c2ccccc2)n(CCCn2ccnc2)c2c1CCCC2	-0.1	97	1	-9	4	-4.5	12	3	7
Cc1cc(C(=O)Nc2c(F)cc(F)cc2Br)no1	0.1	108	2	9	-3	1.2	0	7	-1
O=C(c1ccc([N+](=O)[O-])cc1)N1CCSC1c1cccc(Cl)c1 (stereo not drawn)	0.3	99	-3	2	5	0.0	-1	-4	-6
O=S(=O)(NCc1ccco1)N1CCOCC1	-0.2	103	-2	3	2	-0.9	8	3	8
O=C(O)c1ccc2noc(-c3ccccc3)c2c1	0.0	97	-1	-6	19	-2.5	16	17	0
CCOC(=O)N1CCN(CCC(=O)Nc2cccc(C)c2)CC1	0.0	95	2	-5	-2	-0.9	-10	6	-3
Cc1c(C)n(Cc2ccccc2)c2ncnc(NCCO)c12	-0.1	97	1	9	1	-0.4	-2	-1	0
COC(=O)NNS(=O)(=O)c1ccc(C)cc1	0.2	90	3	11	-5	-0.3	-4	-1	-6
Cn1c(COc2cccc3ccccc23)nnc1SCC(=O)OC1CCCCC1	0.2	111	3	6	3	.	0	5	11
O=C(CN1CCC(n2nnc3cc(F)ccc32)CC1)N1CCc2ccccc2C1	0.0	89	2	8	4	-0.3	3	4	0
COc1ccc(OC)c(C2C(C(N)=O)=C(C)Nc3nc(CCCO)nn32)c1 (stereo not drawn)	0.1	98	-1	7	2	0.5	6	3	0
COc1ccccc1NC(=O)CSc1nnc(Cn2cnc3ccccc32)n1C	-0.1	100	4	3	8	0.4	6	3	2
CC1C(=O)N2CCCc3cc(NC(=O)C(=O)NCCc4c[nH]c5ccccc45)cc1c32 (stereo not drawn)	0.0	100	6	-18	0	-3.2	2	6	-5
Cc1ccc(NC(=O)Cn2nnc(C(=O)NCc3cccs3)c2N)cc1Cl	0.0	84	-7	-11	-4	0.8	-3	3	-1
Cc1ccc(C)c(NC(=O)CSc2ccc(-c3cccs3)nn2)c1	0.1	91	-7	12	2	0.5	-1	3	25
Cc1ccc(CSc2ncnc3c2cnn3-c2ccccc2)cc1	0.0	89	-3	1	-5	-0.4	-6	-1	-6
O=S(=O)(NC(=NC1CCCC1)C(F)(F)F)c1ccccc1	0.2	116	1	-6	0	-0.7	-4	-3	-9
